Source: PubChem BioAssay (National Center for Advancing Translational Sciences (NCATS))
KDM5B inhibitor = blocks human KDM5B histone demethylase activity; Q9UGL1; Potency, µM (top dose mostly 57.7 µM), for the others: at the top dose activity change, negative = inhibition, hits mostly inhibitors; 2.6% of 220,000 active; KDM5B demethylase, FDH-coupled NADH fluorescence (FDH is formaldehyde dehydrogenase); active = well fitted inhibition curve with a large enough effect; inconclusive = small, poorly fitted or top-dose-only effect; inactive = no such curve, though single readings can be large or run the other way; note: 0% is about no effect; nearly all actives have a fitted effect of over 70% in size
Target sequence (Q9UGL1 whole entry, looked up): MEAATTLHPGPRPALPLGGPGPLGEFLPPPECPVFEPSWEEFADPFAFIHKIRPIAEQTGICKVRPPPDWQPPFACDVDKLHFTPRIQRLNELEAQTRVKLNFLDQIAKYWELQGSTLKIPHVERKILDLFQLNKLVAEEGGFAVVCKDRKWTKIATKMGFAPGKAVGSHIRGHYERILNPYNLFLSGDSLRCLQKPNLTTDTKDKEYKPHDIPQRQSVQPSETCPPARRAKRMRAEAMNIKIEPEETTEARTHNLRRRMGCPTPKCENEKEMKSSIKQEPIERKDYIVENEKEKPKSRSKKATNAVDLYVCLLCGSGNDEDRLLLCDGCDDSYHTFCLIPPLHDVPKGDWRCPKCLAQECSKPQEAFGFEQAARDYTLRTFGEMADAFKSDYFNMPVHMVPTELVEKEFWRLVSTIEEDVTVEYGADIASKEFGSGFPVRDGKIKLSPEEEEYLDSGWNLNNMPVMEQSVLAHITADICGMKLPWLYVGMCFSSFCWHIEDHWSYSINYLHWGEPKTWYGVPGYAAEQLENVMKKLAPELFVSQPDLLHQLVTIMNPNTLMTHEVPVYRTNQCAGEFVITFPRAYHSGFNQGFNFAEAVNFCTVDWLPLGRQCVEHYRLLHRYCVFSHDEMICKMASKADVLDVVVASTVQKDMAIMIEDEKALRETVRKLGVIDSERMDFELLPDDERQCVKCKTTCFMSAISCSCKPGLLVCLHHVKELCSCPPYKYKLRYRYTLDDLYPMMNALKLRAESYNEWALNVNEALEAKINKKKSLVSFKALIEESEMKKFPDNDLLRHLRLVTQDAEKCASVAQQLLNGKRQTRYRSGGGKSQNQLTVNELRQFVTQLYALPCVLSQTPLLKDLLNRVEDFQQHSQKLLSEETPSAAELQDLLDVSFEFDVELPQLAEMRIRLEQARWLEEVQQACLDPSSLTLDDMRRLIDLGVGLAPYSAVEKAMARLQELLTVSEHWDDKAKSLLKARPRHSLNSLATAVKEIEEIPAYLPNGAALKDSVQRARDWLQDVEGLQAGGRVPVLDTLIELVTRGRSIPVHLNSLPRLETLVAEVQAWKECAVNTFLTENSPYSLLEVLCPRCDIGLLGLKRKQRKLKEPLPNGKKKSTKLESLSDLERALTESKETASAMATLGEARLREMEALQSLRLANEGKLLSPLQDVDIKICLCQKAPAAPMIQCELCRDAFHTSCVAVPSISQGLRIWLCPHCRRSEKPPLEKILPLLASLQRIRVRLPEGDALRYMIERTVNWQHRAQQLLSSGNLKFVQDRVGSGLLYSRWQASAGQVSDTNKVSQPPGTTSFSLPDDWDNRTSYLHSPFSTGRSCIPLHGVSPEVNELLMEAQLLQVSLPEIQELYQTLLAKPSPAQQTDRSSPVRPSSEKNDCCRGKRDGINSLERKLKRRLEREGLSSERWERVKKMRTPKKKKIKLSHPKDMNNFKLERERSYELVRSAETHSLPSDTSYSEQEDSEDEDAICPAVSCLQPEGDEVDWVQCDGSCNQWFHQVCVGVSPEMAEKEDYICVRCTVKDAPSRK
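KDM5BΔAP (200 nM final) in 50 mM HEPES pH 7.5, 0.01% Tween-20 was preincubated 10 min at RT with compound over a concentration range. Substrate mix (H3K4me3 12.5 µM, α-KG 25 µM, Fe²⁺, ascorbate, NAD⁺, FDH) was added, and NADH fluorescence change over 30 min gave dose-response curves.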
An asterisk follows results filed as active; i = inactive; ? = inconclusive; [ ] = another dose, or the depositor's remark. Potency is the fitted concentration of half-maximal effect. These rows are one share of the data; rates above refer to the full screens.

no.	KDM5B inhibitor	Compound
1	-11%	COc1cccc(C(=O)N2CCC(n3cc(-c4nc(-c5ccccc5)no4)nn3)CC2)c1
2	?	Cc1ncsc1CN1CC[C@H]2C(=O)NCCCCCCN(Cc3ccncc3)[C@@H]2C1
3	?	COc1cccc(NC(=O)Cn2c(=O)n(Cc3ccccc3)c(=O)c3ccccc32)c1
4	31%	O=C(NC1CCOC1)c1ccc(OC2CCN(CCc3ccccc3)CC2)cc1 (stereo not given)
5	?	CCCCCC(=O)N1CC[C@@H](CC(=O)O)[C@@H](CC2=NCCc3cc(OC)ccc32)C1
6	16%	CCOc1ccc(Br)cc1S(=O)(=O)NCCN1CCCC1
7	-14%	Cc1cccc(CC(C)NC(=O)CCc2nnc(-c3ccccc3)o2)n1 (stereo not given)
8	-14%	COc1ccc(-n2ccnc(NCCc3ccc(Cl)cc3)c2=O)cc1OC
9	-15%	O=C(CC1CCCN(c2cn[nH]c(=O)c2)C1)Nc1ccccc1F (stereo not given)
10	24%	O=S1(=O)CC/C(=N/Nc2ccccn2)c2cc(F)ccc21
11	-14%	Cc1ccc(C2C(C(=O)c3cccs3)=C(O)C(=O)N2c2nncs2)cc1 (stereo not given)
12	?	CCOC(=O)C1CCCN(C(=O)CC(c2cccc([N+](=O)[O-])c2)c2c[nH]c3c(CC)cccc23)C1 (stereo not given)
13	1%	O=C(c1ccc(C(F)(F)F)cc1)N1CCCC2(CNc3ccccc3[S+](=O)([O-])N2)C1 (stereo not given)
14	42%[activator]	Cc1nc(C2CC(O)C2)cc(N2CCC(c3nncn3C)CC2)n1 (stereo not given)
15	?	Cc1ccc2nc(-c3ccc(NC(=O)COCC(=O)O)cc3)sc2c1
16	16%	Cc1cc(C(=O)OCc2cccc(C#N)c2)c(C)o1
17	?	CCN(CC)C(=O)Cn1ncc2c([nH]c3ccc(C)cc32)c1=O
18	?	CNC(=O)N1CCC(C2CCN(C3CCN(C(C)=O)CC3)C2)CC1 (stereo not given)
19	3%	Cc1cccc(NC(=S)N(CCCN2CCCC2)Cc2cccn2Cc2ccc(Cl)cc2)c1
20	?	N#C/C(=C\c1c(N2CCN(c3ccccc3)CC2)nc2ccccn2c1=O)C(N)=O
21	3%	CCc1ccc(OCc2nnc(SCC(=O)C(C)(C)C)n2CC(C)C)cc1
22	?	COc1ccc2cc(CNC(=O)CNC(=O)c3ccc(C)c(C)c3)ccc2c1
23	?	COc1ccc(-c2nnc([C@H]3CCN(CC4CCCCC4)C3)o2)cc1
24	12%	CC(Sc1nnc(-c2cccs2)n1C1CC1)C(=O)NC1(C#N)CCCCC1 (stereo not given)
25	?	CN(C)CCN(C(=O)c1ccc2c(c1)CCCC2)c1nc2cc3c(cc2s1)OCCO3
26	-10%[115 µM]	O=C(O)C1CCc2nnc(C3CCN([S+](=O)([O-])c4cc(C(F)(F)F)cc(C(F)(F)F)c4)CC3)n21 (stereo not given)
27	-20%	CNC(=O)[C@@H]1CN(C(=O)CCCc2c[nH]c3ccccc23)C[C@H]1c1n[nH]c(C)n1
28	?	COC(=O)c1ccc(C2C3=C(CC(C)(C)CC3=O)Nc3c2c(=O)n(C)c(=O)n3C)cc1 (stereo not given)
29	-8%	COCC(=O)NC1CCC12CCN(C(=O)NC1CCCCC1)CC2 (stereo not given)
30	-21%	N#CCC(=O)N/N=C/c1cn(Cc2ccc(Cl)c(Cl)c2)c2ccccc12
31	-17%	CCC(=O)N1CCc2c(C(=O)O)cccc21
32	18%	Cc1ccnc2c([N+](=O)[O-])cccc12
33	?	COc1cccc2cc(C(=O)NCc3ccc(Cl)cc3)c(=O)oc12
34	14%	COc1cccc(-c2noc(-c3cc4cc(Cl)ccc4oc3=O)n2)c1OC
35	-25%	Cc1ccc(NC(=O)CSc2nc3ccccc3n2CC(=O)N2CCC(C)CC2)cc1C
36	3%	Cc1ccc(OCc2cc(=O)n3oc(C)cc3n2)c(NC(=O)c2ccccc2C(F)(F)F)c1
37	?	CCCCCn1c(CCNC(=O)c2ccc(F)cc2)nc2ccccc21
38	18%[11.5 µM]	CCOC(=O)c1ccc(NC(=O)c2cc(=O)c3cc(CC)ccc3o2)cc1
39	-9%	COC(=O)c1cc(S(=O)(=O)N2CCN(c3ccc(C)cc3C)CC2)cn1C
40	-1%[86.2 µM]	CC1(C)[C@H](Cc2cc(COc3ccccc3)on2)C[C@@H]1NC(=O)COc1ccccc1
41	-14%	COc1ccc(CC(=O)NCc2nc3cccnc3n2Cc2ccc(C)cc2)cc1OC
42	28%	CN(Cc1ccccc1)C(=O)OCc1cn(Cc2ccccc2F)nn1
43	-4%	O=C(c1ccc(Cl)nc1)N1CCCC(c2nn(-c3ccc(Cl)cc3)c(=O)[nH]2)C1 (stereo not given)
44	-4%	COCCCNC(=O)Cn1c(=O)n(CCCC(=O)NCc2ccc(C)cc2)c(=O)c2ccccc21
45	-22%	CC(C)Cc1nn2c(=O)cc(COC(=O)c3ccc4c(c3)OCO4)nc2s1
46	?	COCCNc1oc(-c2ccccc2)nc1S(=O)(=O)c1ccc2c(c1)OCCO2
47	?	COc1ccccc1Nc1nn2c(=O)c3ccc(C(=O)N4CCC(C)CC4)cc3nc2s1
48	-12%	COc1ccc(C(=O)N2CCC3(C2)NC(=O)c2ccccc2CO3)cc1 (stereo not given)
49	12%	O=C(O)/C=C/c1cccc(Br)c1
50	-10%	Cc1ccc(CNc2nc3c(c(=O)[nH]c(=O)n3C)n2Cc2cccc(C)c2)cc1
51	-21%	O=C(CCc1cccnc1)N1CCCC(CCc2cccc(F)c2)C1 (stereo not given)
52	2%	O=C(Cn1cnc(S(=O)(=O)N2CCCC2)c1)Nc1cccc(-c2ccno2)c1
53	-18%	Cc1[nH]c(=O)[nH]c(=O)c1CC(=O)N1C[C@@H](C(=O)O)[C@H](c2ccccc2)C1
54	8%	CC(C)c1ccc(NC(=O)c2cn(C3CCCCC3)c(=O)c3c2c2ccccc2n3C)cc1
55	-25%[86.2 µM]	O=C(N[C@H]1CCN2C(=O)c3cc(-c4ccsc4)ccc3NC(=O)[C@H]12)c1cnccn1
56	-26%[86.2 µM]	CN(Cc1ccccc1)Cc1cc(CC2(NCc3ccccc3F)COC2)no1
57	11%	CN1CCC(N2CCN(C(=O)c3cc(-c4ccc(F)cc4)cn3C)CC2)CC1
58	-22%	Cn1nc(C(=O)Nc2cccc(I)c2)c2ccccc2c1=O
59	?	Cn1c(=O)c2c(ncn2CC(=O)Nc2nc(-c3ccc(-c4ccccc4)cc3)cs2)n(C)c1=O
60	0%	Cc1ccc(C2=NC3(CCN(C(=O)c4ccn[nH]4)CC3)ON2)cc1

New compounds follow:
no.	KDM5B inhibitor	Compound
61	-23%[86.2 µM]	C[S+](=O)([O-])CCn1ncc2cc(OCc3cccc(-c4ccccc4O)c3)ccc21
62	1%	CCOP(=O)(OCC)c1nc(Cc2ccc(OC)cc2)oc1NCc1cccnc1
63	-17%[86.2 µM]	Cn1ccnc1CN1C(=O)CO[C@H](c2ccc(N)cc2)[C@H]1CO
64	?	COc1ccccc1NC(=O)c1cc(-c2ccco2)nc2ccccc12
65	-28%	O=C(CN1C(=O)N/C(=C\c2ccccc2OCc2ccc(C(=O)O)cc2)C1=O)Nc1ccc(F)cc1
66	-20%	Cc1ccc(CNC(=O)C2CCN(S(=O)(=O)c3ccc4nc5c(c(C(=O)O)c4c3)CC(C)CC5)CC2)cc1 (stereo not given)
67	-18%	Cc1cc(C)n2nc(CNS(=O)(=O)c3cccc(Cl)c3)nc2n1
68	21%	CC(C)CCN1CCC(N2CCN(S(C)(=O)=O)CC2)C1=O (stereo not given)
69	?	COc1ccc(NC(=O)CSc2ccc(-c3ccco3)nn2)cc1OC
70	i	COc1ccc2c(C)c(CC(=O)NCCc3ccc(F)cc3)c(=O)oc2c1
71	-26%	CCOc1ccc(S(=O)(=O)N2CCN(Cc3nc4ccc(C)cc4o3)CC2)cc1
72	-26%	COc1ccc(/C=C(\C#N)c2nc3ccc(C)cc3[nH]2)cc1OC
73	-5%	Cc1ccccc1OCC(O)Cn1c(SC(C)C)nc2c1c(=O)[nH]c(=O)n2C (stereo not given)
74	30%	CCc1ccc(C(NC(=O)c2ccc3c(c2)NC(=O)CS3)c2cccs2)cc1 (stereo not given)
75	-13%	COc1ccc(CCNC(=O)[C@H](CC(C)C)NC(=O)N2CCn3c2nc2ccccc23)cc1OC
76	-17%	Cc1ccc(C(=O)CC2(O)C(=O)N(Cc3ccccc3F)c3ccccc32)cc1 (stereo not given)
77	2%	CCCNc1nc2ccccc2nc1C(=O)Nc1cccc(C)c1
78	-5%	O=C(COc1ccc(NC(=O)C2CC2)cn1)NCCc1cccs1
79	31%	Cc1cc(CNC(=O)Cn2nc(-c3ccccc3)n(-c3ccccc3)c2=O)on1
80	-12%	O=C(CCC1CCCN(Cc2ccc3nonc3c2)C1)N1CCOCC1 (stereo not given)
81	19%	Cc1c(Cl)cccc1-n1cccc1C=O
82	14%	CCc1ccc(C(C)NC(=O)CN(C)c2ncnc3nc[nH]c23)cc1 (stereo not given)
83	9%	CCn1cnc2c1c(=O)n(CC(=O)OCCOc1ccc(C)cc1)c(=O)n2Cc1ccccc1
84	-5%	O=C(Cn1nnc(-c2ccccc2)n1)N1CCCC1c1ccc2c(c1)OCCCO2 (stereo not given)
85	?	O=C(NC1CCN(c2cc(-c3ccc(F)cc3)[nH]n2)C1)c1ccccc1Cl (stereo not given)
86	-6%	COCCNC(=O)[C@@H]1C[C@@H](O)CN1C1CCN(C(=O)c2ccc(C(C)C)cc2)CC1
87	16%	COP(=O)(OC)c1nc(Cc2ccccc2)oc1NCc1ccc2c(c1)OCO2
88	?	CCOC(=O)c1ccc(CNC(=O)c2cn(CCCc3ccccc3)nn2)o1
89	-7%	CC(=O)c1ccc(NC(=O)CSc2cn(CC(=O)N3CCCCC3)c3ccccc23)cc1
90	21%	COc1ccc(/C=C2\Oc3cc(OC(=O)c4ccc(C(C)(C)C)cc4)ccc3C2=O)c(OC)c1OC
91	-14%	CC(C)c1ccc(NC(=O)CCNS(=O)(=O)c2ccc3c(c2)CCCC(=O)N3)cc1
92	20%	CCOC(=O)c1cccc(OCc2ccc(C#N)cc2)c1
93	7%	Cc1nn(C)c(C)c1CCC(=O)N1CC2CC(C1)[C@H]1CCCC(=O)N1C2 (stereo not given in full)
94	-27%	Cc1ccc(NC(=O)C[C@H]2NC(=O)c3ccccc3NC2=O)c(Cl)c1
95	10%	COc1cc(OC)c(OC)cc1/C=C(\C#N)C(=O)NCc1cccs1
96	?	Cc1ccc(-c2cc(C(=O)Nc3ccccn3)c3ccccc3n2)o1

From compound 76 up to 93, as listed above:
no.	KDM5B inhibitor	Compound
76	-17%	Cc1ccc(C(=O)CC2(O)C(=O)N(Cc3ccccc3F)c3ccccc32)cc1 (stereo not given)
77	2%	CCCNc1nc2ccccc2nc1C(=O)Nc1cccc(C)c1
78	-5%	O=C(COc1ccc(NC(=O)C2CC2)cn1)NCCc1cccs1
79	31%	Cc1cc(CNC(=O)Cn2nc(-c3ccccc3)n(-c3ccccc3)c2=O)on1
80	-12%	O=C(CCC1CCCN(Cc2ccc3nonc3c2)C1)N1CCOCC1 (stereo not given)
81	19%	Cc1c(Cl)cccc1-n1cccc1C=O
82	14%	CCc1ccc(C(C)NC(=O)CN(C)c2ncnc3nc[nH]c23)cc1 (stereo not given)
83	9%	CCn1cnc2c1c(=O)n(CC(=O)OCCOc1ccc(C)cc1)c(=O)n2Cc1ccccc1
84	-5%	O=C(Cn1nnc(-c2ccccc2)n1)N1CCCC1c1ccc2c(c1)OCCCO2 (stereo not given)
85	?	O=C(NC1CCN(c2cc(-c3ccc(F)cc3)[nH]n2)C1)c1ccccc1Cl (stereo not given)
86	-6%	COCCNC(=O)[C@@H]1C[C@@H](O)CN1C1CCN(C(=O)c2ccc(C(C)C)cc2)CC1
87	16%	COP(=O)(OC)c1nc(Cc2ccccc2)oc1NCc1ccc2c(c1)OCO2
88	?	CCOC(=O)c1ccc(CNC(=O)c2cn(CCCc3ccccc3)nn2)o1
89	-7%	CC(=O)c1ccc(NC(=O)CSc2cn(CC(=O)N3CCCCC3)c3ccccc23)cc1
90	21%	COc1ccc(/C=C2\Oc3cc(OC(=O)c4ccc(C(C)(C)C)cc4)ccc3C2=O)c(OC)c1OC
91	-14%	CC(C)c1ccc(NC(=O)CCNS(=O)(=O)c2ccc3c(c2)CCCC(=O)N3)cc1
92	20%	CCOC(=O)c1cccc(OCc2ccc(C#N)cc2)c1
93	7%	Cc1nn(C)c(C)c1CCC(=O)N1CC2CC(C1)[C@H]1CCCC(=O)N1C2 (stereo not given in full)

Following part.
no.	KDM5B inhibitor	Compound
97	2%	COc1cc(C#N)ccc1OCC(=O)NC(=O)NCc1ccccc1
98	-12%	CC(C)c1ccc(/C=C(\C#N)c2nc(-c3cc4ccccc4oc3=O)cs2)cc1
99	19%	CCC(=O)Nc1nc2c(C)cc(NS(=O)(=O)c3cc(Cl)ccc3OC)cc2s1
100	-23%	CN1CCCN(CC(=O)N2CCCC(c3ccc(C(=O)O)cc3)C2)CC1 (stereo not given)
101	-15%	COCCCNC(=O)CCCN1C(=O)COc2ccc(C(=O)COc3ccccc3C)cc21
102	-15%	CC(C)c1ccc(CN2CCc3nc(N(C)C)[nH]c(=O)c3CC2)cc1
103	?	N#Cc1c(SCC(=O)Nc2ccc(Cl)cc2Cl)nc(N2CCOCC2)c2c1CCCC2
104	5%	CC(C)n1c(SCC(=O)N2CCN(c3ccccc3)CC2)nnc1-c1ccco1
105	?	O=[N+]([O-])c1ccc(S(=O)(=O)NNC(=S)NCCc2ccccc2)cc1
106	-28%	Cc1ccc(Cn2c(CN3CCN(c4cccc(Cl)c4)CC3)nc3c2c(=O)n(C)c(=O)n3C)cc1
107	-3%	O=[S+]([O-])(NC1CCCN(c2nc3ncccc3o2)C1)c1cccc(C(F)(F)F)c1 (stereo not given)
108	31%	C[C@@]1(O)CCN(C(=O)c2ccc(N3CCCC3=O)cc2)C[C@@H]1O
109	-4%	COc1cc(Cl)c(C)cc1NC(=O)CN1CCN(S(=O)(=O)Cc2ccccc2)CC1
